Bioassay records as filed in PubChem BioAssay.
SENP7 inh: blocks the human protease SENP7; inhibition, % at 5 µM; Q9BQF6; recombinant SENP7, Z-RLRGG-aminoluciferin luminescence, 40 min; AID 434973; 330,000 tested, 1.5% active;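 active means inhibition above about 50% at the single test dose, limit read from the data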;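 further: plate controls were DMSO with enzyme for no effect and no enzyme buffer wells for full effect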
Target sequence (Q9BQF6 706-1050 limits assumed): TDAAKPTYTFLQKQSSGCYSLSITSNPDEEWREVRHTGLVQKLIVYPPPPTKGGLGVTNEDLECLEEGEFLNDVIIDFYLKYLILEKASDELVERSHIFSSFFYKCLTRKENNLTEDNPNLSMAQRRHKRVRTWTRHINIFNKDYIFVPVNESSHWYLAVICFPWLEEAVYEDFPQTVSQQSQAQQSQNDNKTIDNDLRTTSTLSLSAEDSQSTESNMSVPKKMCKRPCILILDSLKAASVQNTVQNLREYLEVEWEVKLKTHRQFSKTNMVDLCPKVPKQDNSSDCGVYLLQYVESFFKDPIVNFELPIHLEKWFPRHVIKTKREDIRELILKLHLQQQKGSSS
PfGluPho inh: PfG6PD (Plasmodium falciparum) enzyme inhibition | PfGluPho enzyme, NADPH resazurin-diaphorase fluorescence | inhibition, % at 20 µM | 350,000 tested, 0.78% active;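 active means inhibition reaching at least a set limit at 20 µM in the primary screen, cut at about 59% in these data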;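 further: 0% = DMSO wells with substrate and 100% = DMSO wells lacking glucose-6-phosphate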
Apaf1 inhib: blocks human Apaf-1 apoptosome activity; O14727; inhibition, % at 20 µM; reconstituted apoptosome caspase-3 activity, DEVD-Rh110 fluorescence; 330,000 tested, 0.71% active; AID 489030; active means inhibition of at least 40% at 20 µM;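 further: plate controls were DMSO wells for no effect and DEVD-CHO caspase inhibitor wells for full effect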
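System: reconstituted apoptosome with Apaf-1, cytochrome c, caspase-9, procaspase-3, dATP; Signal: Rh110 fluorescence intensity; Schedule: 30 min compound preincubation, 50 min activation, room temperature; Reagent: cytochrome c trigger plus (Z-DEVD)2-Rh110 caspase-3 substrate.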
SENP6 block: blocks the human protease SENP6; Recombinant SENP6 catalytic domain, aminoluciferin luminescence; inhibition, % at 10 µM; 330,000 tested, 1.8% active; AID 2599;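 active means inhibition above about 50% at the single tested dose, limit read from the data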;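 further: plate controls were DMSO wells with enzyme for no effect and DMSO wells lacking enzyme for full effect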
NLRP3 yeast inh: NALP3 inhibition in yeast. inhibition, % at 10 µM. 330,000 tested, 0.39% active. Yeast reconstituted NLRP3/ASC/caspase-1, beta-gal luminescence, 24 h. AID 2825;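 active means inhibition of 50% or more; inactive means inhibition below 50%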;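 further: plate controls were induced DMSO wells for no effect and uninduced yeast grown without galactose for full effect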
SENP8 block-1: blocks human SENP8 cleavage of Nedd8 substrate. Q96LD8. recombinant SENP8, Nedd8 substrate fluorescence. inhibition, % at 20 µM. 360,000 tested, 0.64% active. AID 602440; in the data active means inhibition mostly above about 40%, no sharp cut-off; inactive means mostly below about 27%
Target sequence (Q96LD8 whole entry, looked up): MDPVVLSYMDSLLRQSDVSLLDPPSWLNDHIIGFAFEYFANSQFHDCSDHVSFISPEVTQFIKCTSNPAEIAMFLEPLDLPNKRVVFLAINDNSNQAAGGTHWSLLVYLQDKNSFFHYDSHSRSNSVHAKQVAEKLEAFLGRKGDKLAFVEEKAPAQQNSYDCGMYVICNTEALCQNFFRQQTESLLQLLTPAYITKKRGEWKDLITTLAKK
SENP8 block-2: SENP8 protease inhibition; purified SENP8, Z-RLRGG-aminoluciferin cleavage, luminescence; Q96LD8; AID 2540; inhibition, % at 10 µM; 330,000 tested, 1.2% active; in the data active means inhibition above about 50%
SENP1 FRET inh: SENP1 (human) catalytic domain inhibition. Q9P0U3. recombinant SENP1 catalytic domain, CyPet-SUMO1-YPet FRET cleavage. inhibition, % at 10 µM. 360,000 tested, 0.21% active. AID 624204;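 active means inhibition at least 30% at 10 µM, raw YFP signal under a set limit, fluorescence ratio 0.5 to 1.5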;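 further: 0% = enzyme with DMSO and 100% = no enzyme wells; some results filed as inactive read as strong as hits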
Target sequence (Q9P0U3 419-644 limits assumed): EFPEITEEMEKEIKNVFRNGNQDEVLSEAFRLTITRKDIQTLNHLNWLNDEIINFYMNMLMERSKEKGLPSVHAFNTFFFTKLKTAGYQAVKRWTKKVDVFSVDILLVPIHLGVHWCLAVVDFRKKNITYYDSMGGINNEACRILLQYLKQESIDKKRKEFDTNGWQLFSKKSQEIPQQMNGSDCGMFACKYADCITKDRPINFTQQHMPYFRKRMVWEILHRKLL
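Material – human SENP1 catalytic domain · Input – SENP1 enzyme, 20 pM final · Compound dosing – single concentration of 10 µM compound, 0.5% DMSO final · Timing – enzyme reaction for 50 min at room temperature, dark · Measured by – FRET fluorescence in CFP and YFP emission channels · Control set – no-enzyme wells low, DMSO-plus-enzyme wells high control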
HKDC1 inh: HKDC1 (human) hexokinase inhibition; Q2TB90; recombinant HKDC1, G6PDH/diaphorase resazurin coupled fluorescence; inhibition, % at 20 µM; 340,000 tested, 0.16% active; AID 493160;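 active means inhibition above about 35% when tested at 20 µM, limit read from the data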;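 further: plate controls were DMSO wells with enzyme for no effect and DMSO wells lacking enzyme for full effect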
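Material – in-house recombinant HK5 (HKDC1) enzyme · Quantity – HKDC1 at 5 µg/mL · Buffer or medium – pH 8.0 Tris buffer with 10 mM MgCl2 · Reagent – glucose with 1 mM ATP · Dosing – single 20 µM dose · Times – reaction time 90 min, room temperature, protected from light · Technique – resorufin fluorescence at 613 nm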
Numbers without * were called inactive; . = not tested or not shown. Hits appear at their usual frequency; any-hit rate near 4.1%.

Field names – A = SENP7 inh; B = PfGluPho inh; C = Apaf1 inhib; D = SENP6 block; E = NLRP3 yeast inh; F = SENP8 block-1; G = SENP8 block-2; H = SENP1 FRET inh; I = HKDC1 inh
molecule: O=C1NC(Cc2ccccc2)c2nc3cc(F)ccc3c(=O)n2-c2cc(Cl)ccc21 (stereo unspecified)
  A: 3	B: .	C: -3	D: -4	E: 23	F: .	G: 10	H: .	I: .
molecule: CC(=O)c1c(C)oc2ccc(NS(=O)(=O)c3ccccc3)cc12
  A: 3	B: 17	C: 12	D: -8	E: 12	F: 6	G: 7	H: 1	I: -3
molecule: C[C@H](CO)N1C[C@H](C)[C@@H](CN(C)S(C)(=O)=O)Oc2ccc(NC(=O)c3ccncc3)cc2C1=O
  A: 1	B: -3	C: 9	D: -3	E: 10	F: 5	G: 2	H: -12	I: -6
molecule: Cc1ccccc1/C(N)=N/OC(=O)N1c2ccccc2Sc2ccccc21
  A: 16	B: 5	C: 11	D: 3	E: 43	F: 1	G: -5	H: 2	I: -4
molecule: CN(C)CC(O)COC(c1ccccc1)c1ccccc1 (stereo unspecified)
  A: 1	B: 1	C: -4	D: 7	E: 6	F: 2	G: 2	H: -1	I: -12
molecule: COC(=O)C1(NC(=O)NC2CCCCC2)CCCCC1
  A: -11	B: -3	C: -19	D: -9	E: 3	F: -2	G: -7	H: 4	I: -5
molecule: CC(=O)c1cccc(N2C(=O)CC(N3CCN(S(=O)(=O)c4ccccc4F)CC3)C2=O)c1 (stereo unspecified)
  A: 4	B: -5	C: -2	D: 4	E: 8	F: -1	G: -6	H: 6	I: -7
molecule: Cc1nc2ccccc2nc1OCC(=O)Nc1ccc(F)cc1
  A: 4	B: -11	C: -4	D: -11	E: 33	F: -79	G: -2	H: 1	I: 0
molecule: CCn1c(=O)c(C(=O)NCc2cccnc2)c(O)c2ccccc21
  A: -2	B: -9	C: 6	D: -5	E: 6	F: -24	G: -7	H: -3	I: -4
molecule: Cc1ccc(Nc2nc(N)nc(CN3CCN(C(=O)c4ccco4)CC3)n2)cc1Cl
  A: 2	B: -11	C: 9	D: 6	E: -9	F: 7	G: 2	H: -24	I: 0
molecule: O=C(N/N=C1\CCc2ccccc21)c1ccc(O)cc1
  A: 22	B: 13	C: -6	D: -8	E: 8	F: 14	G: 9	H: 2	I: -4
molecule: Cc1cc(C)nc(NC(=O)C(C)N2C(=O)c3ccccc3C2=O)n1 (stereo unspecified)
  A: -10	B: -9	C: -6	D: -20	E: 13	F: 14	G: -4	H: 1	I: -5
molecule: COc1cccc(C(=O)COc2ccc3c(C)cc(=O)oc3c2)c1
  A: 3	B: 10	C: 3	D: -10	E: 16	F: -19	G: -2	H: -1	I: -1
molecule: CC1=CC(=O)[C@H]2C(C)(C)CCC[C@]2(C)[C@@]1(O)CO
  A: 0	B: -2	C: -5	D: 9	E: 0	F: 36	G: 3	H: 0	I: -3
molecule: O=C(NCCN1CCOCC1)C1CCN(S(=O)(=O)N2CCCC2)CC1
  A: 5	B: -6	C: -3	D: -18	E: 19	F: 9	G: 5	H: 0	I: -1
molecule: O=C(NCCc1ccccc1)C(=O)NCC1CCCO1 (stereo unspecified)
  A: -12	B: -11	C: 1	D: -8	E: 19	F: 6	G: 2	H: 0	I: -11
molecule: COc1cc(CNCCCN2CCOCC2)cc(Br)c1OCC(=O)N1CCCCC1
  A: 0	B: -20	C: -4	D: 1	E: -8	F: 10	G: -7	H: 0	I: -7
molecule: CN(C)c1ccc(C(=O)NC2(N3CCC3=O)CCCC2)cc1
  A: 8	B: -3	C: -7	D: -16	E: 7	F: -24	G: -2	H: 1	I: -11
molecule: COc1ccc(CCNS(=O)(=O)c2cccc3cccnc23)cc1OC
  A: 11	B: 9	C: -4	D: -14	E: 8	F: 18	G: -3	H: 1	I: 6
molecule: COc1ccc(CNC(=O)COc2cccnc2[N+](=O)[O-])cc1OC
  A: -7	B: -6	C: 6	D: -11	E: 4	F: 25	G: -6	H: 0	I: -5
molecule: Cc1cc(C)cc(-c2nnc(SCC(=O)N3CCN(C(=O)c4ccco4)CC3)o2)c1
  A: 8	B: -9	C: 4	D: -24	E: 20	F: 13	G: -2	H: 1	I: 1
molecule: CCOC(=O)CSC1=N/C(=C\c2cc(OC)c(OC)c(OC)c2)C(=O)N1C
  A: 4	B: 12	C: -2	D: 3	E: 12	F: -207	G: 3	H: -45	I: -12
molecule: CCOC(=O)N1CCC(n2c(SCC(=O)NCCc3ccc(S(N)(=O)=O)cc3)nc3ccccc3c2=O)CC1
  A: 6	B: -2	C: 3	D: -41	E: 10	F: 9	G: 0	H: 1	I: -8
molecule: CC1CCCN(c2nc3ccccc3nc2C(C#N)S(=O)(=O)c2cccs2)C1 (stereo unspecified)
  A: 10	B: 7	C: -4	D: 3	E: 11	F: -114	G: 5	H: -30	I: 5
molecule: COc1ccc(-c2ccc([C@H]3[C@@H]4C=CCC[C@@]4(C)C(=O)N3Cc3ccccc3)c(F)c2)cc1
  A: 5	B: 5	C: 22	D: -17	E: 7	F: -5	G: -10	H: -1	I: 3

The last 4 records of the part before open the next one.
Field names – A = SENP7 inh; B = PfGluPho inh; C = Apaf1 inhib; D = SENP6 block; E = NLRP3 yeast inh; F = SENP8 block-1; G = SENP8 block-2; H = SENP1 FRET inh; I = HKDC1 inh
molecule: CCOC(=O)CSC1=N/C(=C\c2cc(OC)c(OC)c(OC)c2)C(=O)N1C
  A: 4	B: 12	C: -2	D: 3	E: 12	F: -207	G: 3	H: -45	I: -12
molecule: CCOC(=O)N1CCC(n2c(SCC(=O)NCCc3ccc(S(N)(=O)=O)cc3)nc3ccccc3c2=O)CC1
  A: 6	B: -2	C: 3	D: -41	E: 10	F: 9	G: 0	H: 1	I: -8
molecule: CC1CCCN(c2nc3ccccc3nc2C(C#N)S(=O)(=O)c2cccs2)C1 (stereo unspecified)
  A: 10	B: 7	C: -4	D: 3	E: 11	F: -114	G: 5	H: -30	I: 5
molecule: COc1ccc(-c2ccc([C@H]3[C@@H]4C=CCC[C@@]4(C)C(=O)N3Cc3ccccc3)c(F)c2)cc1
  A: 5	B: 5	C: 22	D: -17	E: 7	F: -5	G: -10	H: -1	I: 3
molecule: Cc1cccc(Nc2nc(N)nc(CSC(=S)N3CCOCC3)n2)c1
  A: -7	B: -2	C: 3	D: 10	E: 6	F: 18	G: -2	H: 0	I: 0
molecule: CCOc1ccc(-c2cc3nc(C4CCN(C(=O)OC(C)(C)C)CC4)c(C(=O)O)cn3n2)cc1
  A: 0	B: -16	C: 10	D: 18	E: 10	F: -292	G: 6	H: 1	I: -5
molecule: Cc1cc(C)cc(OCC(=O)NC2CCCc3ccccc32)c1 (stereo unspecified)
  A: -10	B: 10	C: 29	D: -13	E: 21	F: 10	G: -13	H: -1	I: -5
molecule: COc1ccc(-c2nnc(SCc3csc(N)n3)n2C)cc1
  A: 5	B: -2	C: -10	D: 3	E: 2	F: 16	G: 2	H: -2	I: 10
molecule: Cc1[nH]c2ccccc2c1C(=O)C(C)OC(=O)C1CCC1 (stereo unspecified)
  A: -12	B: 9	C: 12	D: -24	E: 14	F: 9	G: -2	H: 0	I: 0
molecule: CC1=CC(=O)CC(C)(C)C1(O)/C=C/C(C)=C/C(=O)O (stereo unspecified)
  A: -8	B: -14	C: -7	D: 2	E: 11	F: 19	G: 3	H: 2	I: 7
molecule: O=c1cc([O-])[n+]2c3n1CCCN3CCC2
  A: 0	B: -10	C: -2	D: -12	E: 2	F: 12	G: -10	H: 2	I: -3
molecule: Cc1ccc(S/C(=N\S(=O)(=O)c2ccc(Cl)cc2)c2ccccc2)cc1
  A: -11	B: -1	C: -3	D: -19	E: -10	F: 15	G: -11	H: -2	I: -3
molecule: CC(=O)N1CCN(S(=O)(=O)c2cccc(C(=O)Nc3ccccc3N3CCCC3)c2)CC1
  A: 0	B: 0	C: 8	D: -12	E: -4	F: 1	G: -6	H: 0	I: 2
molecule: O=[N+]([O-])c1ccc(N2CCCCC2)cc1SCCO
  A: -3	B: -18	C: -8	D: 4	E: 28	F: 15	G: 3	H: -1	I: 12
molecule: Cc1ccc2nc(SCC(=O)Nc3ccc(Br)cc3)nc(=O)n2c1
  A: 1	B: -22	C: 17	D: -8	E: 18	F: -50	G: -3	H: 3	I: 2
molecule: CCS(=O)(=O)N1CCN(c2ccc([N+](=O)[O-])c(NCC3CCCO3)c2)CC1 (stereo unspecified)
  A: 3	B: 22	C: 10	D: -8	E: -2	F: 22	G: 2	H: 1	I: 15
molecule: CC(=O)c1cccc(NC(=O)Nc2ccccc2)c1
  A: 7	B: 11	C: -1	D: 18	E: 6	F: 8	G: -13	H: 3	I: 1
molecule: N=c1oc2cc(O)ccc2cc1C(=O)Nc1ccccn1
  A: -3	B: .	C: 6	D: 13	E: -37	F: .	G: 21	H: .	I: .
molecule: Cn1cc(S(=O)(=O)NC2CCCC2)c(=O)n(C)c1=O
  A: -6	B: 8	C: 2	D: -6	E: 6	F: 4	G: 1	H: 0	I: -4
molecule: O=C(Nc1cccc(S(=O)(=O)N2CCOCC2)c1)c1cnccn1
  A: 10	B: -8	C: -1	D: -8	E: 15	F: 15	G: 0	H: 1	I: -9
molecule: COc1ccccc1C/C(N)=N/OC(=O)c1cccc([N+](=O)[O-])c1C
  A: 4	B: -4	C: 4	D: -14	E: 17	F: 3	G: 4	H: 1	I: 7
molecule: Cc1ccc(S(=O)(=O)NC(=O)COc2ccc([N+](=O)[O-])cc2)cc1
  A: -5	B: -20	C: -4	D: 6	E: -6	F: -6	G: -7	H: 3	I: -2
molecule: Fc1ccc(-c2[nH]ncc2CN(CC2CCC2)CC2CCCO2)c(F)c1 (stereo unspecified)
  A: -6	B: 11	C: 0	D: -14	E: -1	F: -4	G: -6	H: 0	I: -5
molecule: CC1CCN(S(=O)(=O)c2ccc(C(=O)NC3CCS(=O)(=O)C3)cc2)CC1 (stereo unspecified)
  A: -5	B: 7	C: 8	D: -2	E: -16	F: 10	G: 9	H: 0	I: -3
molecule: O=C(O)c1nn(CC(=O)N(C2CCCCC2)C2CCCCC2)c(=O)c2ccccc12
  A: 3	B: -4	C: 25	D: -23	E: 1	F: 2	G: -4	H: 1	I: -2
molecule: CCOC(=O)C1=NN(c2ccc(C)cc2)C2(S1)SC(C(C)=O)=C(C)N2c1ccccc1 (stereo unspecified)
  A: 1	B: 27	C: 29	D: 6	E: 8	F: 10	G: 7	H: 2	I: -4
molecule: CC(C)c1ccc(NC(=O)N(CCc2nc3ccccc3[nH]2)C2CCCC2)cc1
  A: 5	B: 22	C: 19	D: -19	E: 9	F: 20	G: 3	H: -1	I: 9
molecule: COc1cccc(NC2c3ccccc3C(=O)N2Cc2ccco2)c1 (stereo unspecified)
  A: 15	B: 16	C: 6	D: 9	E: 1	F: -7	G: -11	H: -4	I: 1
